Bioassay records: PubChem, National Center for Advancing Translational Sciences (NCATS)
ERK EGF inh – blocks ERK signaling stimulated by EGF; HEK293-V1b, EGF-stimulated phospho-ERK AlphaScreen; Potency, µM (doses to about 11.5 µM), without a hit: at the highest dose activity change, negative = inhibition, actives largely listed as inhibitors; hit rate 0.41% among 130,000; AID 1454; active means well fitted inhibition curve with a large enough effect; inconclusive means small, poorly fitted or top-dose-only effect, or effect the other way;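 further: plate controls were stimulated vehicle wells for no effect and unstimulated vehicle basal for full effect; nearly all actives have a fitted effect of over 55% in size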
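HEK293 cells stably expressing V1b receptor, serum-reduced (1% FBS) overnight, pretreated 30 min with compound, then stimulated 5 min with 25 nM EGF; phospho-ERK detected by AlphaScreen SureFire. AC50 from Hill fits, normalized to DMSO and EGF.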
An asterisk follows results filed as active; [ ] = remark or other dose. Potency means the concentration at half of the fitted maximal effect. A portion of the library; the hit share may differ from the screen's.

For Fc1ccc(NC(=S)N2CCN(c3cccc(C(F)(F)F)c3)CC2)cc1 the results were ERK EGF inh -6%.
`COc1cccc(Nc2nc3cc(OC)ccc3cc2C#N)c1` gave ERK EGF inh -4%.
For COc1cc2cc(CN(CCN3CCOCC3)C(=O)Nc3ccc(F)cc3)c(=O)[nH]c2cc1OC the results were ERK EGF inh -3%.
Screening O=C(NCc1ccco1)c1cc([N+](=O)[O-])ccc1N1CCOCC1 returned ERK EGF inh 5%.
O=C(/C=C/c1ccccc1[N+](=O)[O-])c1ccc(F)cc1 was read as ERK EGF inh 0%.
Screening O=C(Nc1cc2cccc([N+](=O)[O-])c2oc1=O)c1cccs1 returned ERK EGF inh 7%.
Screening CC1(C)Cc2c(sc(/N=C/N3CCCCCC3)c2C#N)C(C)(C)N1 returned ERK EGF inh -3%.
COc1ccc(CCNC(=O)CCc2ccc(S(=O)(=O)NCC(C)C)cc2)cc1OC was read as ERK EGF inh 23%.
COc1ccc(Br)cc1CNc1ccc2[nH]c(=O)[nH]c2c1 was read as ERK EGF inh inconclusive.
For Cc1[nH]c2ccccc2c1C(c1ccncc1)N1CCN(c2ccc(F)cc2)CC1 (configuration not stated) the results were ERK EGF inh -4%.
CCC(C)NC(=O)/C=C1\Sc2ccccc2NC1=O (configuration not stated) was read as ERK EGF inh 4%.
Screening CC(C)CC(=O)N(Cc1ccc(F)cc1)C1CCS(=O)(=O)C1 (configuration not stated) returned ERK EGF inh -3%[57.5 µM].
Cc1noc(C)c1S(=O)(=O)N1CCCC(C(=O)c2cccc(OC(C)C)c2)C1 (configuration not stated) was read as ERK EGF inh 2%.
`CS(=O)(=O)N1N=C(c2ccco2)CC1c1cccc([N+](=O)[O-])c1` (configuration not stated) gave ERK EGF inh 6%[57.5 µM].
CN(c1ccccc1)c1nc(N)c([N+](=O)[O-])c(NCc2ccco2)n1 was read as ERK EGF inh 5%.
`Cc1nc(SCC(=O)NC(C)(C)C)c2c(-c3cccs3)csc2n1` gave ERK EGF inh -1%.
CCn1cc(CNC(=O)c2cc(COc3ccc(F)cc3Cl)on2)cn1 was read as ERK EGF inh -1%.
Screening CC(=O)CCS(=O)(=O)c1ccc(Oc2ccc(S(=O)(=O)CCC(C)=O)cc2)cc1 returned ERK EGF inh 6%.
`Cn1cc([N+](=O)[O-])c(C(=O)NCc2ccco2)n1` gave ERK EGF inh 25%.
For O=C(O)c1ccccc1OCc1ccccc1Br the results were ERK EGF inh -10%.
For Cc1cccc(NC(=O)COc2cccc3c2CCN(Cc2ccccc2)C3=O)c1C the results were ERK EGF inh 10%.
`Cc1ncc([N+](=O)[O-])n1CC(=O)Nc1ccccc1` gave ERK EGF inh -4%.
Screening O=C(Oc1cccnc1)c1ccccc1[N+](=O)[O-] returned ERK EGF inh 9%.
Screening COc1ccc(OC)c(-c2csc(NC(=O)Cc3cccs3)n2)c1 returned ERK EGF inh inconclusive.
For Cc1c(-c2ccccc2Cl)nc2ccccc2c1C(=O)O the results were ERK EGF inh -4%[57.5 µM].
O=C(O)/C=C/C(=O)NCc1ccccc1 was read as ERK EGF inh -10%.
For CC(C)(C)C(=O)CN1C2=NCCN2c2ccccc21 the results were ERK EGF inh -1%.
Cc1cccc(-c2nc3cc([N+](=O)[O-])ccc3o2)c1 was read as ERK EGF inh 2%.
For CCOc1ccc(NC(=O)c2cn(CC(C)C)c(=O)c3c2c2ccccc2n3C)cc1 the results were ERK EGF inh 6%.
Screening O=C(C1=C[C@H](c2ccccc2)C[C@H](OCc2ccc(CO)cc2)O1)N1CCCCCCC1 returned ERK EGF inh -8%[57.5 µM].

For convenience, 6 of the compounds above.
For Fc1ccc(NC(=S)N2CCN(c3cccc(C(F)(F)F)c3)CC2)cc1 the results were ERK EGF inh -6%.
`COc1cccc(Nc2nc3cc(OC)ccc3cc2C#N)c1` gave ERK EGF inh -4%.
For COc1cc2cc(CN(CCN3CCOCC3)C(=O)Nc3ccc(F)cc3)c(=O)[nH]c2cc1OC the results were ERK EGF inh -3%.
Screening O=C(NCc1ccco1)c1cc([N+](=O)[O-])ccc1N1CCOCC1 returned ERK EGF inh 5%.
O=C(/C=C/c1ccccc1[N+](=O)[O-])c1ccc(F)cc1 was read as ERK EGF inh 0%.
Screening O=C(Nc1cc2cccc([N+](=O)[O-])c2oc1=O)c1cccs1 returned ERK EGF inh 7%.

(more compounds)
For C=CCn1c(COc2ccccc2F)nnc1SCC(=O)c1c[nH]c2ccccc12 the results were ERK EGF inh 2%.
`NNC(=O)CCN(Cc1ccco1)S(=O)(=O)c1ccc(Cl)cc1` gave ERK EGF inh -7%[57.5 µM].
Screening CC(C)(C)NC(=O)Cn1nc(C(F)(F)F)c2c1CCCC2 returned ERK EGF inh 3%.
`CC1CCCCN1CC(=O)Nc1cc(S(=O)(=O)N2CCOCC2)ccc1N1CCCC1` (configuration not stated) gave ERK EGF inh -3%.
`Cc1ccc(-n2cc(C(=O)c3cc(Cl)ccc3O)cc(C#N)c2=O)cc1` gave ERK EGF inh 7%.
`CC(NC(=O)/C(=C\c1ccco1)NC(=O)c1ccccc1Br)C(=O)O` (configuration not stated) gave ERK EGF inh 11%[57.5 µM].
CN(C[C@H](Cc1ccccc1)N(C[C@H](Cc1ccccc1)N(CCc1cc(C(F)(F)F)cc(C(F)(F)F)c1)N=O)N=O)N=O was read as ERK EGF inh -6%[57.5 µM].
For Fc1ccc(-n2nnc(-c3cccnc3Cl)n2)cc1 the results were ERK EGF inh -10%[57.5 µM].
C=CCOc1cccc(C(=O)N2CCCC(CCC(=O)NCc3ccccc3F)C2)c1 (configuration not stated) was read as ERK EGF inh 2%.
`Cc1cc2cc(CNC(=O)COc3ccccc3)ccc2n1C` gave ERK EGF inh -9%[57.5 µM].
`CCCCn1c(=S)[nH]c2ccc(N3CCOCC3)cc2c1=O` gave ERK EGF inh 0%.
`O=C(Cn1nnc(-c2ccc(F)cc2)n1)N1CCCCC1` gave ERK EGF inh 4%.
`Cc1ccccc1-n1c(SCC(=O)NCc2cccs2)nc2ccccc2c1=O` gave ERK EGF inh -2%.
`C/C(=N\NC(N)=S)C1(C)CC2(CC(C)(C)OC2=O)C(=O)O1` (configuration not stated) gave ERK EGF inh -3%[57.5 µM].
CCO[C@H]1OC(C(N)=O)=C[C@@H](c2coc3ccccc3c2=O)[C@@H]1CCCO was read as ERK EGF inh 4%[57.5 µM].
Screening COCCCNC(=O)CSc1nc2ccccc2c(=O)n1Cc1ccc2c(c1)OCO2 returned ERK EGF inh 2%.
For CCN(CC)CCN(C(=O)Cn1nnc(-c2ccc(C)o2)n1)C(C(=O)NC(C)(C)C)c1cccs1 (configuration not stated) the results were ERK EGF inh 1%.
Screening CCCCNC(=S)NCCN1CCN(C(=S)NCCCC)CC1 returned ERK EGF inh 7%.
`CCOCCCn1c(SCc2nc3ccccc3s2)nc2ccccc2c1=O` gave ERK EGF inh 1%.
`Cc1ccc(S(=O)(=O)/N=S(/c2ccccc2)C(C)C)cc1` (configuration not stated) gave ERK EGF inh -8%[57.5 µM].
Screening CCn1cc(C(=O)OCC(=O)NCc2ccccc2Cl)c(=O)c2ccc(C)nc21 returned ERK EGF inh 1%.
For CCN(CC)CCn1c(C)nc2c(sc3nc4c(cc32)COC(C)(C)C4)c1=O the results were ERK EGF inh inconclusive.
`Cn1cc(C(=O)NCc2ccc(F)cc2)c(=O)c2cc(S(=O)(=O)N3CCCCC3)ccc21` gave ERK EGF inh 5%.
C(=N\NC1=Nc2cccc3cccc1c23)/c1ccccn1 was read as ERK EGF inh 2%.
Nc1ccn(Cc2ccccc2)n1 was read as ERK EGF inh 9%.
`CCCCOc1ccc(NC(=O)CCSc2nccn2C)cc1` gave ERK EGF inh -14%.
Cc1ccc(Nc2nnc(SCC(=O)Nc3cccc(S(=O)(=O)NC4=NCCCCC4)c3)s2)cc1 was read as ERK EGF inh -3%.
For CN1CCN(C(=O)C2=C[C@H](c3csc4ccccc34)C[C@H](OCCCCO)O2)CC1 the results were ERK EGF inh -24%[57.5 µM].
CC(C)(C)c1cc(/C=C(\C#N)C(N)=S)cc(C(C)(C)C)c1O was read as ERK EGF inh 11%.
For O=C(C[n+]1ccccc1)Nc1ccccc1Br the results were ERK EGF inh inconclusive.
`COc1ccc(/C=C/CN2CCN(Cc3ccc(C)cc3)C(CCO)C2)cc1` (configuration not stated) gave ERK EGF inh -5%.
`C=CC(C)(C)c1cc2cc3ccoc3cc2oc1=O` gave ERK EGF inh 0%.
For COC(CNC(=O)c1c[nH]c2ccc(S(=O)(=O)N3CCC4(CC3)OCCO4)cc2c1=O)OC the results were ERK EGF inh -3%.
`Cc1ccc(-c2nc3ccccc3o2)cc1NC(=S)NC(=O)c1cc2ccccc2o1` gave ERK EGF inh 12%.
N#Cc1ccc(NC(=O)COC(=O)CCc2nc3ccccc3c(=O)[nH]2)cc1 was read as ERK EGF inh 15%[57.5 µM].
`COc1ccc(/C(C)=N/NC(=O)Cc2c(C)nc(C)[nH]c2=O)cc1` gave ERK EGF inh 0%.
Cn1cccc1C(=O)N1CCC2(CCCN(c3ccncc3)C2)CC1 was read as ERK EGF inh 5%.
`Cc1cc(C)nc(NS(=O)(=O)c2ccc(NC(=O)CSc3ncn[nH]3)cc2)n1` gave ERK EGF inh 2%.
CCOc1ccc2oc(C(=O)NC3CCN(Cc4ccccc4)CC3)c(C)c2c1 was read as ERK EGF inh -8%.
Cc1ccc(NC(=O)Cc2ccccc2Cl)cc1S(=O)(=O)N(C)C was read as ERK EGF inh 12%.
O=C(O)CSCC(=O)NCc1ccccc1Cl was read as ERK EGF inh -8%.
`COc1cc(NC(=O)CN(C)Cc2cccc(F)c2)c(C)cc1[N+](=O)[O-]` gave ERK EGF inh 0%.
O=C(CCC(=O)N1CCN(S(=O)(=O)c2cccc(F)c2)CC1)c1cccs1 was read as ERK EGF inh -2%.
`O=C(CCc1ccccc1)NNc1ccc(F)cc1` gave ERK EGF inh -6%[57.5 µM].
`Oc1ccc2ccccc2c1C=NC1CCCCC1` gave ERK EGF inh -6%[57.5 µM].
Screening CCNc1ncc2nc(-c3cc(F)cc(F)c3)c(=O)n(-c3ccc(OC)cc3)c2n1 returned ERK EGF inh -2%.
`C=C(C)CNC(=S)N/N=C(\C)c1ccc(OC)cc1` gave ERK EGF inh 1%.
`N#Cc1c(OCC(=O)c2ccccc2)nc2c(c1-c1ccco1)CCc1ccccc1-2` gave ERK EGF inh inconclusive.
`CC1CCN(C(=O)CSCC(=O)O)CC1` gave ERK EGF inh -6%.
For CN(C1CCCCC1)S(=O)(=O)c1ccc(C(=O)N2CCN(c3nc4ccccc4s3)CC2)cc1 the results were ERK EGF inh -4%.
O=C(NCc1nc(-c2ccc(C(F)(F)F)cc2)no1)Nc1ccc(OC(F)(F)F)cc1 was read as ERK EGF inh -8%[57.5 µM].
`CC(C)Oc1cc(N)c(Cl)cc1Cl` gave ERK EGF inh -3%.
For C=CCSc1nc2sc3c(c2c(=O)n1CC=C)CCc1ccccc1-3 the results were ERK EGF inh 1%.
Screening O=C(/C=C/c1ccc2c(c1)OCCO2)c1ccc(O)cc1 returned ERK EGF inh -6%[57.5 µM].
Cc1nn(C)cc1CNCc1ccc(OCC(O)CN(C)Cc2ccccc2)cc1 (configuration not stated) was read as ERK EGF inh -20%.
Screening Cc1cc(C)cc(NC(=S)NN)c1 returned ERK EGF inh -8%.
`N#CC1=C(N)OC2=C(C(=O)CCC2)C1c1ccoc1` (configuration not stated) gave ERK EGF inh 2%.
Nc1nnn(CC(=O)N/N=C/C=C/c2ccccc2)n1 was read as ERK EGF inh -3%[57.5 µM].
For O=C(c1cc(=O)[nH]c2ccccc12)N1CCN(c2cccc(C(F)(F)F)c2)CC1 the results were ERK EGF inh 2%.
`CCSCc1nnc(SCC(=O)Nc2nc(C)cs2)n1C` gave ERK EGF inh -2%.

Reprinted at random: four compounds from above
`Cc1cc2cc(CNC(=O)COc3ccccc3)ccc2n1C` gave ERK EGF inh -9%[57.5 µM].
`NNC(=O)CCN(Cc1ccco1)S(=O)(=O)c1ccc(Cl)cc1` gave ERK EGF inh -7%[57.5 µM].
`CC1CCCCN1CC(=O)Nc1cc(S(=O)(=O)N2CCOCC2)ccc1N1CCCC1` (configuration not stated) gave ERK EGF inh -3%.
`CCCCn1c(=S)[nH]c2ccc(N3CCOCC3)cc2c1=O` gave ERK EGF inh 0%.

More results follow:
Screening Cc1ccc(C(=O)NCCCNc2ccccc2[N+](=O)[O-])cc1 returned ERK EGF inh 4%.
`COCC1=C(C(=O)OC)C(c2ccco2)n2ncnc2N1` (configuration not stated) gave ERK EGF inh -11%[57.5 µM].
Screening CCC(=O)Nc1ccc(Br)cn1 returned ERK EGF inh -1%.
`O=C(NN1CCOCC1)c1cc(-c2ccc(Br)cc2)nc2ccccc12` gave ERK EGF inh -3%.
Screening COCC1CCN(Cc2cn[nH]c2-c2ccc(OC)c(F)c2)C1 (configuration not stated) returned ERK EGF inh 0%[57.5 µM].
Screening CCOc1ccc2c(c1)nc(C)n2C returned ERK EGF inh -7%[57.5 µM].
Screening C=C1C2CC[C@@]3(C)C(c4ccoc4)OC(=O)C[C@@]13OC1CC(OC(C)=O)C(C)(C)C(CC(=O)OC)[C@@]12C (some centres not stated) returned ERK EGF inh 7%.
`OC1(c2cccc(C(F)(F)F)c2)CCN(Cc2nnnn2Cc2ccccc2)CC1` gave ERK EGF inh 8%.
CCOC(=O)N1CCC(NC(=O)C2CCCN(S(=O)(=O)c3cccnc3)C2)CC1 (configuration not stated) was read as ERK EGF inh 2%.
Nc1nc(Nc2ccccc2)nc2c1ncn2[C@@H]1O[C@@H](CO)[C@H](O)[C@H]1O was read as ERK EGF inh -9%.
Screening CNC(=O)CSc1nc(-c2ccccc2)c(-c2ccccc2)o1 returned ERK EGF inh -4%.
